AI-2 QS mod: Vibrio harveyi AI-2 quorum sensing modulators, primary screen, JMH597 strain, luminescence/OD600 ratio; Vibrio harveyi JMH597 AI-2 luminescence/OD600 ratio, 9 h; hits give low values; strain lacks LuxN and CqsS sensors; 0 = neutral-control median; 0.4% of 300,000 active; activity change, % at 7.5 µM; in the data active = activity change below about -75%, passing the limit was not always enough;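 also: luminescence divided by OD600 gain over 9 h not by final OD600 alone; inactives centre near 13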
HIF act: HIF pathway transcriptional activators, primary screen, cell-based, U2OS HRE-luciferase, luminescence; 0.32% of 300,000 active; U2OS HRE-luciferase reporter; normalized: DMSO 0%, desferrioxamine 100%; AID 1910, 2009; activation, % at 7.5 µM (by protocol);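 active = mean activation of at least 10% of the iron chelator positive control signal, with at least half of replicates also reaching 10%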
MrgX1 ag: agonists of human MrgX1 receptor, primary screen, HEK293 cells, Fluo-4 calcium flux | Mas-related G-protein coupled receptor member X1 (Homo sapiens), Q96LB2 | Fluo-4 calcium fluorescence, agonist mode; hits give high values | B-score at 10 µM | 0.44% of 310,000 active;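 active = calcium response B-score plate-corrected fluorescence ratio at least 3 library SD, with starting fluorescence B-score inside 5 SD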
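Material – MrgX1-expressing HEK293 cells · Input – 15,000 cells seeded per well · Dosing – compound as first of three additions · Times – overnight seeding, then 1 h dark dye loading · Measured by – kinetic Fluo-4 NW fluorescence of intracellular calcium · Read-out – B-scored fluorescence response ratio · Benchmarks – positive and negative control wells on each plate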
MrgX1 PAM: positive allosteric modulators of MrgX1, primary screen, HEK293 cells, Fluo-4 calcium flux. FDSS; hits give high values. B-score at 10 µM. Mas-related G-protein coupled receptor member X1 (Homo sapiens), Q96LB2. 0.63% of 310,000 active;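 active = plate-corrected calcium response at least 3 library SD above typical, normal starting fluorescence, not activating the receptor alone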;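 also: compound read alongside a low EC10 to EC30 dose of BAM8-22 agonist; peak minus trough fluorescence over baseline measured at the second addition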
TRPC4 PAM: positive allosteric modulators of TRPC4, primary screen, cell-based, mouse TRPC4beta, HEK293 mu-opioid, Fluo-4 calcium | Short transient receptor potential channel 4 (Mus musculus), Q9QUQ5 | DAMGO EC20, Fluo-4 Ca2+ flux; hits give high values | B-score at 10 µM | 0.42% of 310,000 active | AID 2227, 2009;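 active = B-score of calcium response area above 5 SD of library B-scores, with initial fluorescence ratio within 5 SD of library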;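 also: B-score of integrated fluorescence ratio over time as area under calcium response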
TRPC6 activator: mouse TRPC6 channel activators, primary screen, cell-based, HEK293, membrane potential dye; Short transient receptor potential channel 6 (Mus musculus), Q61143; HEK293-TRPC6 membrane potential dye fluorescence; hits give high values; B-score at 10 µM; 0.13% of 310,000 active; AID 2550, 2010;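 active = B-score of the integrated fluorescence ratio above library mean plus 3 SD, and starting fluorescence ratio within library mean plus 5 SD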;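 also: higher score means more depolarization so channel activation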
Target sequence (Q61143 whole entry, looked up): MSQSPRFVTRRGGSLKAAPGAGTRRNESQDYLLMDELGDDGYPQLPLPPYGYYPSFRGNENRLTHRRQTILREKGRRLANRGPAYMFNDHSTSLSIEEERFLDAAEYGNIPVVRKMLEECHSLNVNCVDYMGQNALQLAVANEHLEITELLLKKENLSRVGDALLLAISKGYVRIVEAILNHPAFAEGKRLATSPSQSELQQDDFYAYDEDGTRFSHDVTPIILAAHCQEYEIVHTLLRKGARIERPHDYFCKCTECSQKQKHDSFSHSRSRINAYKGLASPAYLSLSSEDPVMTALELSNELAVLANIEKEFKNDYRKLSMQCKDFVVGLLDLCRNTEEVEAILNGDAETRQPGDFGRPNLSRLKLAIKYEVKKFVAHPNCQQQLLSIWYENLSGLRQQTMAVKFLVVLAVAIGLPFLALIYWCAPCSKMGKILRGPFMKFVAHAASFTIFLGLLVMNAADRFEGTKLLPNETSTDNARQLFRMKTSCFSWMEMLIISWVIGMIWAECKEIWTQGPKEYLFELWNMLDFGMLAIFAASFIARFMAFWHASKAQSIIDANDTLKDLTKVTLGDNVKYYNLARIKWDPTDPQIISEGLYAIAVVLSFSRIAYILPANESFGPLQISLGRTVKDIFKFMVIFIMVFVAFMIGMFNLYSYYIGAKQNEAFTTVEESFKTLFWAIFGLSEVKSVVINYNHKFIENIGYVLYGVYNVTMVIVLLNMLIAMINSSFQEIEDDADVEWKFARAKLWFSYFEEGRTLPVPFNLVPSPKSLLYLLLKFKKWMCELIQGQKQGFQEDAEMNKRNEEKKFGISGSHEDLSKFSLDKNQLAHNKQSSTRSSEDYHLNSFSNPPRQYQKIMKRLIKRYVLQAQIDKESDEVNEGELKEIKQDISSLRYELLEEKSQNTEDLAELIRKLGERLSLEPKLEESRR
MrgX1 antagonist: antagonists of human MrgX1 receptor, primary screen, HEK293 cells, Fluo-4 calcium flux | 1.3% of 310,000 active | BAM8-22 antagonism; hits give low values | AID 588676, 2011 | B-score at 10 µM;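 active = calcium-response B-score plate-corrected more than 3 library SD below zero, starting fluorescence within 5 deviations, no agonist response on first addition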;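 also: peak minus trough fluorescence over baseline after final BAM8-22 challenge near maximal dose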
TRPC4 inh: inhibitors of mouse TRPC4 channel, primary screen, Fluo4 calcium, HEK293 TRPC4beta/mu-opioid cells; Short transient receptor potential channel 4 (Mus musculus), Q9QUQ5; DAMGO-evoked Fluo4 calcium flux; hits give low values; B-score at 10 µM; 0.39% of 300,000 active;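 active = B-score over 3 SD under the library average, no early fluorescence shift, positive overall ratio signal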
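Test system – stable TRPC4beta/mu-opioid receptor HEK293 cells · Probe or stimulus – DAMGO, a submaximal dose followed by a maximal one · Dosing – one concentration per compound · Signal – Fluo4 calcium fluorescence by kinetic imaging, 5 s 1 Hz baseline · Evaluation – per-well B score of integrated baseline-normalized Fluo4 ratio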
TRPC4 act: activators of mouse TRPC4 channel, primary screen, Fluo4 calcium, HEK293 TRPC4beta/mu-opioid cells | AID 2237, 2010 | Fluo4 calcium fluorescence; hits give high values | B-score at 10 µM | Short transient receptor potential channel 4 (Mus musculus), Q9QUQ5 | 0.49% of 310,000 active;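 active = B-score above 5 SD of library B-scores, and initial fluorescence ratio not above library mean plus 5 SD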;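 also: positive B-score marks a calcium rise read as TRPC4 activation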
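Incubation: 45 min room-temperature Fluo4 loading, 110 s read / System: HEK293 cells stably co-expressing mouse TRPC4beta and mu-opioid receptor / Signal: Fluo4 fluorescence, kinetic / Control set: buffer (low) and maximal DAMGO (high) / Measure: integrated baseline-normalised fluorescence ratio, converted to per-well B score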
TRPC6 inh: mouse TRPC6 channel inhibitors, primary screen, cell-based, HEK293, membrane potential dye; Short transient receptor potential channel 6 (Mus musculus), Q61143; ACh-evoked depolarization; hits give low values; B-score at 10 µM; 1.1% of 310,000 active; AID 2553, 2010;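 active = B-score under library mean minus 3 SD, initial fluorescence not abnormally high, positive integrated signal ratio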;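 also: B-score derived from integrated fluorescence ratio over the kinetic read; more negative B-score means stronger inhibition of depolarization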
PolyA inhibitor: polyadenylation inhibitors in yeast reporter cells, primary screen, luminescence, S. cerevisiae | S. cerevisiae SKY197-pL101 polyadenylation reporter, beta-gal luminescence; efflux-impaired pdr1/pdr3 knockout yeast; score 100 = 6 SD above DMSO | calls only at 12 µM | 0.02% of 300,000 active;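 active = lowest replicate activity score at least 50, where 100 means six control SD above control mean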;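 also: yeast exposed to compound for 9 h at 30 °C; higher score means more reporter readthrough which indicates perturbed polyadenylation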
Numbers without * were called inactive; i = inactive; nt = no result given. The list is partial; the hit share may differ from the screen's.

SMILES | AI-2 QS mod | HIF act | MrgX1 ag | MrgX1 PAM | TRPC4 PAM | TRPC6 activator | MrgX1 antagonist | TRPC4 inh | TRPC4 act | TRPC6 inh | PolyA inhibitor
CC1CCCN(C(=O)C2c3ccccc3C(=O)N3CCc4ccccc4C23)C1 (stereo unspecified) | 27.7 | -0.1 | i | i | i | i | -5.54* | i | i | i | i
CN(C(=O)COc1ccc(-c2nnco2)cc1)C1CCS(=O)(=O)C1 (stereo unspecified) | 16.3 | -7.1 | i | i | i | i | i | i | i | i | i
CC(C)=CCc1c(O)ccc(C2COc3c(CC=C(C)C)c(O)cc(O)c3C2=O)c1O (stereo unspecified) | 76.8 | 0.6 | i | i | i | i | i | i | i | i | i
Cc1cccn2c(=O)c(/C=C(\C#N)C(N)=O)c(N3CCN(c4ccccc4)CC3)nc12 | 5.8 | -3.8 | i | i | 12* | i | i | i | i | i | i
O=C(Nc1ccc2c(c1)OCO2)C1CC(c2ccccc2Cl)=NO1 (stereo unspecified) | -17.4 | 1.9 | i | i | i | i | i | i | i | i | i
COc1ccc(C(=O)Nn2cnnc2)c(OC)c1 | 8.4 | 0.1 | i | i | i | i | i | i | i | i | i
O=[N+]([O-])c1ccc(SCCO)nc1SCCO | 26.0 | 0.1 | i | i | i | i | i | i | i | i | i
COc1ccc2nc(SCC(N)=O)[nH]c2c1 | 26.9 | -0.1 | i | i | i | i | i | i | i | i | i
Cc1ccccc1-n1c(C)nnc1SCc1cc(=O)oc2ccc3ccccc3c12 | 9.1 | nt | i | i | i | i | i | i | i | i | i
Cc1nn(C)c(C)c1NC(=O)CCl | 30.0 | -1.1 | i | i | i | i | i | i | i | i | i
CCN(CC)C(=O)c1ccc(-c2nnc(Nc3ccc(O)cc3)c3ccccc23)cc1 | 19.4 | -3.5 | i | i | i | i | i | i | i | i | i
Cc1nnc(NC(=O)c2cccc(NC(=O)C(C)C)c2)s1 | 35.9 | 0.0 | i | i | i | i | i | i | i | i | i
CCC1CCCCN1S(=O)(=O)c1ccc(NC(=O)c2cccs2)cc1 (stereo unspecified) | 26.7 | -0.5 | i | i | i | i | i | i | i | i | i
O=C(CCS(=O)(=O)c1ccc(Br)cc1)NCCc1ccc(Cl)cc1 | 11.9 | -0.5 | i | i | i | i | i | i | i | i | i
COc1ccccc1N/C(N)=N/c1nc(CSc2ccc(C)cc2)cc(=O)[nH]1 | 21.6 | 1.8 | i | i | i | i | i | i | i | i | i
Cc1ccc(CNC(=O)CN2CCC(C(N)=O)CC2)cc1 | 16.7 | -0.6 | i | i | i | i | i | i | i | i | i
O=C(CCl)Nc1cccc(S(=O)(=O)NC2=NCCC2)c1 | 11.2 | -0.9 | i | 7.93* | i | i | i | i | i | i | nt
C/C(CC(=O)Nc1cc(Cl)ccc1Cl)=N\NC(=O)COc1cccc(C)c1 | 36.8 | 0.8 | i | i | i | i | i | i | i | i | i
CCOc1ccccc1N(CC(=O)NCCc1ccc(OC)c(OC)c1)S(=O)(=O)c1ccccc1 | 30.9 | -0.3 | i | i | i | i | i | i | i | i | i
CCOC(=O)c1ccc(NC(=O)CSCC(=O)OCC(=O)c2ccccc2)cc1 | 8.4 | -0.2 | i | i | i | i | i | i | i | i | i
CC(C)N(Cc1ccccc1)C(=S)NCCN1CCOCC1 | 19.7 | 0.4 | i | i | i | i | i | i | i | i | i
CCC(C)n1c(=N)c(C#N)cc2c(=O)n3cc(C)ccc3nc21 (stereo unspecified) | 9.8 | -1.0 | i | i | i | i | i | i | i | -6.89* | i
O=C(CSc1nnnn1C1CCCC1)NCc1cccs1 | -2.5 | -0.1 | i | i | i | i | i | i | i | i | i
COc1cccc2c1OC1(CCN(C(C)C)CC1)N1N=C(c3cccnc3)CC21 (stereo unspecified) | 20.8 | 2.9 | i | i | i | i | i | i | i | i | i
CCOCCCn1c(SCc2nc3sc(C(=O)O)c(C)c3c(=O)[nH]2)nnc1-c1ccc(Cl)cc1 | 13.0 | 0.0 | i | i | i | i | i | i | i | i | i
O=C(O)CC1(CC(=O)NCc2ccc(Cl)cc2)CCCCC1 | 27.0 | -0.9 | i | i | i | i | i | i | i | i | i
CCOc1cccc(C(=O)Nc2cccc(-c3nnc(-c4ccc(C)cc4)o3)c2)c1 | 17.1 | 0.1 | i | i | i | i | i | i | i | i | i
Fc1ccccc1COc1ccc(-c2nnn(Cc3ccccc3F)n2)cc1 | 11.4 | -0.1 | i | i | i | i | i | i | i | i | i
CCOC(=O)CSc1nc2c(c(=O)n(C)c(=O)n2C)n1CCCc1ccccc1 | 5.6 | 0.3 | nt | nt | i | i | nt | nt | i | i | i
Cc1nn(-c2ccccc2)c(Cl)c1C1C(C#N)=C(N)Oc2c1c(C)nn2-c1ccccc1 (stereo unspecified) | 13.0 | 0.0 | i | i | i | i | i | i | i | i | i
CCOc1ccc(S(=O)(=O)NCc2ccc3c(c2)OCO3)cc1C | -1.4 | -1.2 | i | i | i | i | i | i | i | i | i
COc1ccc(-n2ccnc2SCC(=O)NO)cc1 | 5.8 | -0.2 | i | i | i | i | i | i | i | i | i
CC(=O)c1cccc(NC(=O)C2C3CCC(C3)C2C(=O)O)c1 (stereo unspecified) | 27.9 | 3.2 | i | i | i | i | i | i | i | i | i
CC(NS(=O)(=O)c1ccc(OCC(=O)N2CCCC2)cc1)c1ccccc1 (stereo unspecified) | nt | -0.2 | i | i | i | i | i | i | i | i | i
Cc1nc2sc(C(=O)c3ccccc3)c(N)c2c(C)c1C | 26.5 | 2.7 | i | i | i | i | i | i | i | i | i
CCOc1cc(S(=O)(=O)NC2CC2)c(OCC)cc1-n1cnnn1 | 20.2 | -0.1 | i | i | i | i | i | i | i | i | i
Cc1ccc(S(=O)(=O)NCC(=O)N(CC(=O)NCc2ccco2)Cc2ccc(F)cc2)cc1 | 5.3 | -0.1 | i | i | i | i | i | i | i | i | i
COc1cccc(C(=O)Nc2ccc(C(=O)c3ccccc3)cc2)c1 | 11.9 | 3.0 | i | i | i | i | i | i | i | i | i
COc1ccc(C(=O)N/N=C(\C)CC(=O)Nc2ccc3c(c2)OCCO3)c(OC)c1 | 27.4 | 0.1 | i | i | i | i | i | i | i | i | i
Cc1cc(SCc2ccc(Cl)cc2Cl)nc(=O)[nH]1 | 20.8 | 0.4 | i | i | i | i | i | i | i | i | i
CSc1ccccc1C(=O)NC1CCCc2ccccc21 (stereo unspecified) | 16.9 | -0.4 | i | i | i | i | i | i | i | i | i
COc1ccc(C(=O)NC2CCN(S(=O)(=O)c3ccc(C)cc3)CC2)cc1 | nt | -1.0 | i | i | i | i | i | i | i | i | i
CCc1cc(C(=O)N2CCCC(C(=O)c3cccc4ccccc34)C2)n(C)n1 (stereo unspecified) | 13.5 | -0.5 | i | i | i | i | i | i | i | i | i
COc1ccccc1Nc1nc(N)nc(CSC(=S)N2CC(C)CC(C)C2)n1 (stereo unspecified) | 33.8 | 0.2 | i | i | i | i | i | i | i | i | i
CC(=O)OC(C)CS(=O)(=O)c1ccccc1 (stereo unspecified) | 17.1 | 0.2 | i | i | i | i | i | i | i | i | i
COc1ccc(S(=O)(=O)N2CCCN(CC(=O)Nc3ccccc3F)CC2)cc1 | 12.7 | 0.0 | i | i | i | i | i | i | i | i | i
O=C(CN(c1ccc(Cl)cc1)S(=O)(=O)c1ccc(Cl)c([N+](=O)[O-])c1)NCCc1ccc(F)cc1 | 0.0 | 0.1 | i | i | i | i | i | i | i | i | i
COC(=O)C1=C(C)N(C)C(=S)NC1c1c(OC)ccc2ccccc12 (stereo unspecified) | 32.2 | 0.1 | i | i | i | i | i | i | i | i | i
CC(=O)Nc1ccc(S(=O)(=O)N2CCC(C(=O)N[C@@H](Cc3ccccc3)C(=O)O)CC2)cc1 | 21.2 | 1.1 | i | i | i | i | i | i | i | i | i
COc1ccc(C2C(C#N)=C(N)N(N(C)C)C3=C2C(=O)CCC3)cc1 (stereo unspecified) | 4.2 | -1.6 | i | i | i | i | i | i | i | i | i
Further structures:
SMILES | AI-2 QS mod | HIF act | MrgX1 ag | MrgX1 PAM | TRPC4 PAM | TRPC6 activator | MrgX1 antagonist | TRPC4 inh | TRPC4 act | TRPC6 inh | PolyA inhibitor
O=C(OCc1ccccc1)C1=NNC2C(=O)N(c3ccccc3)C(=O)C12 (stereo unspecified) | 18.1 | 0.3 | i | i | i | i | i | i | i | i | i
Cn1c(/C(C#N)=C(\O)COc2ccc3ccccc3c2)nc2ccccc21 | 4.5 | 0.3 | i | i | i | i | i | i | i | i | i
COc1ccc(Cl)cc1NC(=S)N(CCCN1CCOCC1)Cc1cn(C)c2ccccc12 | 9.6 | -0.7 | i | i | i | i | i | i | i | i | i
COC(=O)C(C(=O)OC)=C(/C=C/C=C/N(C)C)N(C)C | 14.1 | 0.0 | i | i | i | i | i | i | i | i | i
CC(NC(=O)c1ccncc1)C(C)(C)C (stereo unspecified) | 13.0 | -0.2 | i | i | i | i | i | i | i | i | i
O=C(O)/C=C\C(=O)Nc1cc(O)ccc1[N+](=O)[O-] | 20.4 | 0.2 | i | i | i | i | i | i | i | i | i
Cc1ccc(C2=NN(Cc3nnc(-c4ccccc4)o3)C(=O)SC2)cc1 | 5.3 | 0.4 | i | i | i | i | i | i | i | i | i
Cc1cc(C)n(C(=O)c2ccc(NC(=O)CC(C)C)cc2)n1 | 10.6 | nt | i | i | i | i | i | i | i | i | i

Compound activity (PubChem)
